# Source: PubChem
# MBNL1 CUG block – inhibitors of human MBNL1 binding to CUG repeat RNA; hit rate 0.036% among 280,000; Q9NR56; Potency, µM (top dose mostly 57.5 µM), inactives show at the top dose activity change, negative = inhibition, actives largely listed as inhibitors; TR-FRET MBNL1-His/biotin-(CUG)12 binding, 665/545 ratio; active = well fitted inhibition curve with a large enough effect in the signal ratio, with a control signal flat, not every such curve was filed as active; inconclusive = small, poorly fitted or top-dose-only effect, or effect the other way, or a change in a side signal; inactive = no such curve, though single readings can be large or run the other way; the % refers to the signal ratio; also: potency is read from the fitted curve at half-maximal effect; % is scaled to controls: 0 for no effect and ±100 for the full control effect
# Target sequence (Q9NR56 whole entry, looked up): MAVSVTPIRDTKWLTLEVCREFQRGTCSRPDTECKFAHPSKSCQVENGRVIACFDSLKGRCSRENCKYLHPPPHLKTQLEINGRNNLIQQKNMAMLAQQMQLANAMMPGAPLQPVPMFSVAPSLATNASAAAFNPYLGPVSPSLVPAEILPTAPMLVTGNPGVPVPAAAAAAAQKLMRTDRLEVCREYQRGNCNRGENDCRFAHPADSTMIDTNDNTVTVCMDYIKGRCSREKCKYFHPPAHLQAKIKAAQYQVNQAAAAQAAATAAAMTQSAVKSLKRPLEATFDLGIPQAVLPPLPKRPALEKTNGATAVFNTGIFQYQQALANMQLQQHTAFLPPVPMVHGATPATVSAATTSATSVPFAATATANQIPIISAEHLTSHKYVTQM
#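 TR-FRET between His-tagged MBNL1 and biotin-(CUG)12 RNA, detected with Tb anti-His antibody (0.055 ng/ul) and streptavidin-XL665 (5 nM), 60 min at room temperature. Compounds titrated 92 nM to 58 uM; 665/545 nm ratio normalized to buffer and complex controls.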
# GALK inh – inhibitors of human galactokinase; Purified GALK, Kinase-Glo residual ATP luminescence; Potency, µM (series often up to 57.5 µM), without a hit: at the top dose activity change, negative = inhibition, hits mostly inhibitors; hit rate 0.007% among 270,000; also: potency is read from the fitted curve at half-maximal effect; % is scaled to controls: 0 for no effect and ±100 for the full control effect
#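 Galactose (100 uM) and ATP (35 uM) were turned over by 5 nM GALK for 1 h at RT. Kinase-Glo Plus then converted the remaining ATP into a luminescent signal.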
# hERG WT inh – blocks the wildtype human KCNH2 potassium channel; U2OS, BacMam KCNH2, thallium flux FluxOr; stronger effect = lower value; activity change, % at 1.84 µM; hit rate 0.37% among 340,000;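 active = maximum activity change below -70%; inconclusive = maximum activity change between -70% and -50%; inactive = maximum activity change above -50%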; also: % is scaled to controls: 0 for no effect and ±100 for the full control effect
#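 U2OS cells were transduced with wild-type KCNH2 virus (2.03 x 10^8 / mL) for 4 h at room temperature, then cultured overnight at 37 C. Thallium flux was read with FluxOr dye. Rate constants were normalized to DMSO controls.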
# Mito fusion act – inhibitors of mitochondrial division or activators of mitochondrial fusion; S. cerevisiae fusion-defective mutant growth rescue, CellTiterGlo 48 h; Potency, µM (series often up to 46.1 µM), inactives show at the top dose growth rescue (activation), most hits filed as activators; hit rate 0.23% among 320,000;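 also: potency is read from the fitted curve at half-maximal effect; % of control where 0% means no effect; nearly all actives have a fitted effect of over 45% in size; temperature-sensitive fusion mutants such as fzo1-1 at 37 °C on non-fermentable ethanol glycerol medium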
#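 Yeast fusion mutant, YPEG (non-fermentable carbon), compound, 48 h at 37C non-permissive; CellTiterGlo added, 10 min RT, luminescence read. Rescued growth = division inhibition.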
# Eya2 inh – inhibitors of human Eya2 phosphatase activity; O00167; recombinant Eya2, OMFP fluorescence dephosphorylation (OMFP is methylfluorescein phosphate); Potency, µM (highest dose often 76.9 µM), for inactives: top-dose activity, negative = inhibition, actives largely listed as inhibitors; hit rate 0.006% among 330,000; AID 488837; also: potency is read from the fitted curve at half-maximal effect; % is scaled to controls: 0 for no effect and ±100 for the full control effect
#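 Eya2 protein (added as 0.2 uM solution) was preincubated with compound for 10 min at ambient temperature in 50 mM HEPES pH 7.5, 50 mM NaCl, 5 uM MgCl2, 0.05% BSA, 1 mM DTT. OMFP (added at 50 uM) then reacted 10 min; fluorescence read at 485/525 nm.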
# USP2a block – inhibitors of human ubiquitin-specific protease USP2a; hit rate 0.01% among 330,000; Potency, µM (titrated, usually from 38.3 µM), without a hit: at the highest dose activity change, negative = inhibition, usual class: inhibitors; O75604; USP2 core, Ub-CHOP2 coupled fluorogenic reporter, 485/531;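 also: potency is read from the fitted curve at half-maximal effect; plate controls were DMSO wells for no effect and full inhibition by NEM control for full effect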
#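 Deubiquitinase activity read as fluorescence (485/531 nm) after Ub-CHOP2 cleavage activates the enterokinase reporter on its substrate; USP2 core 10nM, Ub-CHOP2 and substrate 25nM each, 30min compound preincubation then 60min RT; data normalized to NEM, curves fitted.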
# BCR signal inh – inhibitors of chronic active B-cell receptor signaling; ABC-DLBCL IkBa-CBG/CBR reporter, luminescence ratio, 4 h; Potency, µM (series often up to 46.1 µM), without a hit: at the highest dose ratio change, negative = lower green/red ratio, hits mostly inhibitors; hit rate 0.05% among 340,000; active = well fitted inhibition curve with a large enough effect in the signal ratio, with a control signal flat, not every such curve was filed as active; inconclusive = small, poorly fitted or top-dose-only effect, or effect the other way, or a change in a side signal; the % refers to the signal ratio;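 also: potency is read from the fitted curve at half-maximal effect; plate controls were basal doxycycline-induced cells for no effect and cells given 10 µM MG132 for full effect; MG132 reads +100%, hits lower the ratio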
#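 Compounds up to 46 uM were incubated four hours with TMD8 cells whose green CBG68 luciferase is fused to IkappaBalpha; red CBR luminescence normalised the signal, and concentration-effect curves were fitted to fusion, red and ratio data.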
# PKM2 activator – PKM2 (human) enzyme activation | purified PKM2, Kinase-Glo ATP luminescence, activation; response scale: 0% is enzyme alone, no compound | Potency, µM (highest dose often 57.5 µM), for the others: at the top dose activation, most hits filed as activators | hit rate 0.34% among 260,000; also: potency is read from the fitted curve at half-maximal effect; % is scaled to controls: 0 for no effect and ±100 for the full control effect; nearly all actives have a fitted effect of over 55% in size
#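 ATP formation by purified human PK-M2, quantified via coupled luciferase luminescence after 1 h at room temperature with 0.1 mM ADP and 0.5 mM PEP final.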
# TSHR antagonist – blocks TSH signaling through the human TSH receptor; TSHR-expressing cells, TSH-stimulated cAMP HTRF, 2 h; stronger effect = lower value; P16473; hit rate 0.2% among 330,000; activity change, negative = inhibition, % at 11.5 µM;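 active = activity change below a set negative limit, meaning inhibition stronger than a set level, cut at about -70% in these data; inconclusive = activity change between two set negative limits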; also: % is scaled to controls: 0 for no effect and ±100 for the full control effect
#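 Freshly harvested TSHR cells receive pin-tooled compound, then EC80 TSH at 4nM final. After 2 hours at 37 deg C, antibody in lysis buffer and cAMP-d2 are added; 30 minutes at ambient temperature precede the HTRF read.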
# S-ASM inh – inhibitors of human secretory acid sphingomyelinase; P17405; placental ASM, HMU-PC fluorogenic substrate, 60 min; Potency, µM (doses to about 57.5 µM), for the others: at the highest dose activity change, negative = inhibition, actives largely listed as inhibitors; hit rate 0.006% among 340,000; AID 504937; also: potency is read from the fitted curve at half-maximal effect
#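 Human placenta-derived ASM enzyme was preincubated with compound for 10 minutes at room temperature, then given fluorogenic substrate HMU-PC0 (9 uM final) for 60 minutes at 37 °C; a pH 10 stop preceded fluorescence reading at Ex 386/Em 447 nm.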
# Menin MLL FP TR – displaces Texas Red mutant MLL peptide from human menin; O00255; Menin + Texas Red MLL mutant peptide, fluorescence polarization; Potency, µM (highest dose often 61.6 µM), for the others: at the highest dose FP activity change, negative = inhibition, usual class: inhibitors; hit rate 0.23% among 270,000; AID 1768; active = well fitted inhibition curve with a large enough effect in the polarisation, with a control signal flat, not every such curve was filed as active; inconclusive = small, poorly fitted or top-dose-only effect, or effect the other way, or a change in a side signal; inactive = no such curve, though single readings can be large or run the other way; the % refers to the polarisation; also: potency is read from the fitted curve at half-maximal effect; % of control where 0% means no effect; many of its hits are not listed in these tables
# Target sequence (O00255 whole entry, looked up): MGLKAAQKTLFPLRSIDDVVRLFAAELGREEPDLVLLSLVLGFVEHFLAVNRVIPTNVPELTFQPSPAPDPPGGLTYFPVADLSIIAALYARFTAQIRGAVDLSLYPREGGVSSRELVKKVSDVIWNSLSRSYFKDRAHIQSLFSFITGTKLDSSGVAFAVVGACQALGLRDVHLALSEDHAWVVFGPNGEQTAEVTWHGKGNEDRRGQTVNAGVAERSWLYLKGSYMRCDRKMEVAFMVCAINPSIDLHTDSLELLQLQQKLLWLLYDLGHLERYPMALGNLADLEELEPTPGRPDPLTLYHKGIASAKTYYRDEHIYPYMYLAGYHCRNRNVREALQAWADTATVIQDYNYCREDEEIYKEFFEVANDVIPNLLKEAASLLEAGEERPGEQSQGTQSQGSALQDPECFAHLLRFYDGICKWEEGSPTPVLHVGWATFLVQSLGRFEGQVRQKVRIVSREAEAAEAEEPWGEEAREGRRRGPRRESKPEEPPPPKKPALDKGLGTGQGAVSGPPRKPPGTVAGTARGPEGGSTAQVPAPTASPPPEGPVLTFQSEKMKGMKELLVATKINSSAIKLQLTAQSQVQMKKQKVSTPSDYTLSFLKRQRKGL
# * hit, by the source's call; ? = inconclusive; nt = not tested or not shown; & = joins results of further samples; [ ] = dose if it differs, or a comment. Unless noted, calls follow the shape of the dose curve; as a rule, active = well fitted curve in the direction sought with a large enough effect; inconclusive = small, poorly fitted or top-dose-only effect, or another doubt; inactive = no such curve, though single readings can be large; an effect the other way counts as inactive or inconclusive. A portion of the library. The share of hits here may be higher or lower than overall.
SMILES,MBNL1 CUG block,GALK inh,hERG WT inh,Mito fusion act,Eya2 inh,USP2a block,BCR signal inh,PKM2 activator,TSHR antagonist,S-ASM inh,Menin MLL FP TR
COc1cccc(NC(=O)NC2CCN(CC(=O)Nc3ccccc3[N+](=O)[O-])CC2)c1,?,0%,21,8%,7%,-1%,-13%,0%,41,-2%,55%[activator]
COC(=O)c1nn(-c2cccc(C)c2)c2nnc(Cc3ccc(C)cc3)c(=O)n12,-16%,1%,-8,-4%,-3%,3%,3%,2%,0,-2%,-2%
CSc1nc(C)cc(C)c1S(=O)(=O)c1ccccc1C,3%,-1%,-13,3%,5%,-7%,9%,3%,-24,-3%,-19%
CC(OC(=O)CN1C(=O)C2CC=CCC2C1=O)C(=O)Nc1ccc(F)cc1Cl (stereo not drawn),-7%,5%,6,-2%,9%,-2%,?,0%,25,-1%,nt
O=c1onc(-c2c(F)cccc2F)n1-c1ccccc1Cl,-6%,4%,4,7%,10%,6%,7%,nt,-14,2%,-1%
CC(C)(C)C1CCC2(CC1)NC(CO)(CO)CO2 (stereo not drawn),4%,-1%,-9,-2%,9%,0%,0%,3%,-2,0%,-8%
Cn1c(COc2ccc3ccccc3c2)nnc1SCC(=O)OC1CCCCC1,-6%,-1%,0,28%,-1%,2%,-14%,3%,-10,-5%,-5%
O=C(CCNC(=O)c1ccccc1)NCc1ccccc1F,nt,nt,42,3%,-3%,0%,-8%,nt,-16,-13%,nt
COc1ccccc1C(=O)Nc1c[nH]c(=O)[nH]c1=O,1%,0%,-11,1%,0%,1%,?,2%,-15,10%,-19%
CCCCOc1ccc(C(=O)C(CN2CCOCC2)c2ccccc2)cc1 (stereo not drawn),?,-5%,-28,18%,1%,-1%,?,8%,-15,-3%,?
Cc1ccc(NC(=O)CN(c2ccccc2)S(=O)(=O)N(C)C)cc1C,-7%,2%,-4,2%,-6%,0%,-8%,9%,3,2%,6%
Cc1nc2sc(C(c3ccco3)N3CCN(c4ccccc4F)CC3)c(O)n2n1 (stereo not drawn),4%,-1%,0,2%,4%,-1%,-1%,11%,-7,-3%,-7%
S=C(NCc1ccco1)NCc1ccccc1Cl,-2%,1%,0,-7%,-9%,-2%,1%,-5%,-5,-2%,?
O=C(NNC(=O)c1sccc1-n1cccc1)c1ccccc1,2%,0%,-8,-7%,13%,-1%,15%,3%,0,1%,-14%
CCC(O)(CC)C(=O)N=Nc1c(O)[nH]c2ccccc12,?,0%,6,2%,-5%,4%,6%,0%,9,2%,-2%
CC(C)(C)C1C=C(Sc2ccccc2)C(=O)O1 (stereo not drawn),-11%,0%,5,12%,9%,?,0%,4%,5,-2%,-5%
Cn1c(C(F)(F)F)nc2c(=O)oc3ccccc3c21,5%,-2%,-5,2%,1%,0%,?,-7%,14,0%,nt
CCN1C(=O)c2ccccc2S(=O)c2ccc(C(=O)NCc3ccccn3)cc21 (stereo not drawn),0%,-2%,0,-1%,1%,-4%,-3%,-12%,14,-1%,-11%
C=C(C)Cn1c(C2CC(=O)N(c3ccccc3F)C2)nc2ccccc21 (stereo not drawn),-29%,nt,8,3%,-3%,0%,0%,-2%,6,-7%,1%
CCc1ccc(NC(=O)c2cc(CC(C)C)on2)cc1,32%[activator],-6%,3,-2%,6%,-1%,?,-2%,-23,-2%,0%
O=C1c2ccccc2C(O)N1Cc1ccc2c(c1)OCO2 (stereo not drawn),1%,1%,1,1%,-4%,-2%,-22%,1%,9,0%,3%
COc1cc(NC(=O)C2CCC(CNc3c(N4CCC(C)CC4)c(=O)c3=O)CC2)cc(OC)c1 (stereo not drawn),-14%,0%,1&-1,2%,14%,1%,?,5%,-3,-1%&0%,2%
CC(C)NC(=O)c1ccccc1NC(=O)CCc1ccccc1,-12%,0%,11,3%,5%,-2%,1%,6%,-4,4%,0%
Cc1ccc(S(=O)(=O)NC(=O)NCC2CCN(S(=O)(=O)c3ccccc3)CC2)cc1,-4%,4%,2,-8%,1%,0%,3%,nt,5,-4%,-7%
Cc1ccc(C(=O)Nc2ccccc2C(=O)NC(CC(=O)O)C(=O)O)cc1 (stereo not drawn),4%,1%,-2,3%,13%,1%,?,-4%,13,3%,8%
COc1ccc(S(=O)(=O)N2CCOCC2)cc1C(=O)Nc1nc2ccccc2s1,5%,1%,9,-7%,-26%,-1%,-2%,-2%,3,-14%,?
Cc1n[nH]c(C)c1S(=O)(=O)N(CC(=O)Nc1ccc2c(c1)OCCO2)c1ccc(C(C)C)cc1,7%,3%,-24,-3%,-17%,-24%,?,4%,27,-5%,-7%[11.7 µM]
Cc1ccc(N2C(=O)N(CC(=O)N3c4ccccc4CC3C)C(=O)C2C)cc1 (stereo not drawn),nt,nt,12,14%,-19%,2%,-2%,nt,-2,-2%,nt
Cc1cc(C)c(S(=O)(=O)N2CCN=C2c2ccccc2)cc1C,-5%,1%,-8,-3%,8%,1%,?,7%,7,1%,-4%
O=C(Nc1cccc2c1CCCC2)c1ccco1,-15%,4%,6,5%,-11%,0%,6%,2%,11,2%,-3%
COc1cccc(C(c2c(C)[nH]n(-c3ccccc3)c2=O)c2c(C)[nH]n(-c3ccccc3)c2=O)c1O,-7%,-4%,1,2%,6%,0%,?,-1%,-7,-13%,15%
CCOc1cc(N2CCOCC2)c(OCC)cc1NC(=O)c1ccc(-n2ccnc2)c([N+](=O)[O-])c1,?,-1%,2,25%,-1%,0%,8%,6%,-21,-6%,2%
Cn1c(Oc2ccccc2NCc2cc(Br)ccc2O)cc(=O)n(C)c1=O,2%,3%,11,-3%,0%,-1%,?,4%,3,-4%,28%
CC(C)(C)OC(=O)NCc1ccc(CNC(=O)c2[nH]cnc2C(=O)NC2CCN(C(=O)OC(C)(C)C)CC2)cc1,nt,nt,nt,-25%,-14%,-4%,?,nt,-8,-18%,nt
O=C(CN(c1ccccc1)S(=O)(=O)c1ccc(F)cc1)N1CCCCCC1,2%,-3%,-3,4%,nt,nt,nt,3%,nt,5%,-10%
COc1cc(/C=C2/C(=O)N(c3ccc(C(=O)O)cc3)N=C2C)cc(OC)c1O,?,nt,-2,8%,-15%,2%,?,nt,-7,6%,?
Cc1nn(Cc2ccccc2)c(C)c1/C=N/NC(=O)CNc1cccc(C(F)(F)F)c1,1%,0%,21,-1%,-4%,-8%,5%,21%,2,?,13%
CCOc1ccc(CCNC(=O)c2nnn(CC(=O)Nc3ccc(OC)cc3)c2N)cc1OCC,2%,5%,2,1%,-3%,1%,-6%,nt,-1,2%,nt
CCCN1CCC(N(CCc2ccccc2)Cc2ccccc2)CC1,-1%,-4%,-20,-5%,-6%,2%,1%,1%,-8,4%,?
Cc1ccc(CNC(=O)C2CCCN(c3nn4c(=O)cc(C)nc4s3)C2)cc1 (stereo not drawn),-6%,-1%,-2,-4%,-9%,1%,-4%,-6%,10,3%,4%
FC(F)(F)c1ccc(C2[C@H]3CN(Cc4ccc(-c5ccccc5)cc4)[C@H](c4ccccc4)C34CC2(c2ccccc2)C4)cc1 (stereo partly drawn),5%,0%,-1,-20%,-17%,0%,?,1%&1%,-3,-2%,-7%
COc1cc(C(=O)Oc2cccnc2)cc(OC)c1OC,-1%,-4%,-4,-1%,1%,2%,-15%,2%,13,-1%,-1%
Cn1nnnc1SCC1=C(C(=O)O)N2C(=O)C(NC(=O)C3CC3c3ccccc3)C2SC1 (stereo not drawn),-12%,3%,-2,-6%,-5%,-1%,7%,-9%,-105*,-2%,-1%
C=CCSc1nc(N)c(C#N)c(-c2ccc(C)cc2)c1C#N,44%[activator],-4%,11,?,-6%,0%,18%,-6%,-19,-17%,?
COc1ccc(NC(=O)CSc2nc(N)c(C(=O)Nc3ccc(N(C)C)cc3)s2)cc1,5%,1%,10,-3%,6%,-2%,?,4%,-7,0%,?
Cc1cc(C)cc(OCC(=O)OCC(=O)N2CCc3ccccc32)c1,nt,nt,-23,19%,-27%,2%,-4%,nt,4,-2%,nt
